HDAC3 inhib = human HDAC3 inhibition. recombinant HDAC3, fluorogenic peptide/trypsin coupled, fluorescence. inhibition, % at 8.3 µM. actives 0.15% (n = 320,000). AID 2718; in the data active means inhibition above about 26%, passing the limit was not always enough; inconclusive means no clear call, values can overlap the other calls
Target sequence (O15379 whole entry, looked up): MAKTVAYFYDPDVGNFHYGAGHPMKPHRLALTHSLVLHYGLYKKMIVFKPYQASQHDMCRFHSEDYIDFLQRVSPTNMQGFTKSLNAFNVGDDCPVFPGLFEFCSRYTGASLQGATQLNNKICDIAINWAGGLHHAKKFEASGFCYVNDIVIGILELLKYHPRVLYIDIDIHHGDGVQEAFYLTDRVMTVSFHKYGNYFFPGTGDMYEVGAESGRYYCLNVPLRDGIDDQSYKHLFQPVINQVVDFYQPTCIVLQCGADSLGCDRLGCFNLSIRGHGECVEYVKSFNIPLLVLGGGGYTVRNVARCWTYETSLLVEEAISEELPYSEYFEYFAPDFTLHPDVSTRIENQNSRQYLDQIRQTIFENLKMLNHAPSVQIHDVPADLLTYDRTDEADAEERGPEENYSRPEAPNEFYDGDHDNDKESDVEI
HSF-1 act = increases HSF-1 driven luciferase reporter signal. actives 1.7% (n = 300,000). activation, % at 9 µM. NIH3T3-HGL HSF-1 luciferase reporter, MG132, 8 h; 100% = twice DMSO control signal. AID 504408;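 active means mean replicate activation of at least 50% with a set share of replicates each reaching 50%; inconclusive means only one of those two conditions met; inactive means mean below 50% and too few replicates reaching it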;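 further: 0% = median of the neutral control wells and 100% = twice that signal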
GSK3 alpha inh = inhibitors of human GSK-3 alpha kinase; P49840; ADP-Glo luminescence, 60 min; inhibition, % at 10 µM; actives 0.1% (n = 320,000);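 in the data active means inhibition above about 50%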;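 further: GST-tagged GSK-3 alpha with peptide substrate and 25 µM ATP; 0% = DMSO neutral wells and 100% = GW8510 positive control wells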
Platelet DG rel = platelet dense granule release activity | human platelet-rich plasma, SFLLRN dense granule ATP release, luminescence | inhibition, %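 (compounds screened at 7.5 µM in platelet-rich plasma)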 | actives 0.22% (n = 300,000) | AID 1663;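 active means mean replicate score, as percent of positive control, at or above 50; inconclusive means mean below 50 but at least one replicate at or above 50; inactive means mean and every replicate below 50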
AI-2 QS mod = Vibrio harveyi AI-2 quorum sensing modulation; actives 0.4% (n = 300,000); activity change, % at 7.5 µM; Vibrio harveyi JMH597 AI-2 luminescence/OD600 ratio, 9 h; hits give low values; strain lacks LuxN and CqsS sensors; 0 = neutral-control median; in the data active means activity change below about -75%, passing the limit was not always enough; inconclusive means no clear call, values can overlap the other calls;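 further: luminescence divided by OD600 gain over 9 h not by final OD600 alone; inactives centre near 13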
GSK3beta inhib = inhibitors of human GSK3beta kinase | P49841 | GST-GSK3beta kinase, ADP-Glo luminescence, 60 min; hits give low values | activity score (negative = inhibition), % at 10 µM | actives 0.038% (n = 300,000) | AID 2097;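 active means more than half of replicate wells score below -50%, meaning over 50% inhibition versus plate controls; inconclusive means some replicates but at most half score below -50%; inactive means no replicate scores below -50%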;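 further: 0% = median DMSO wells and -100% = median GW8510 positive control wells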
Target sequence (P49841 whole entry, looked up): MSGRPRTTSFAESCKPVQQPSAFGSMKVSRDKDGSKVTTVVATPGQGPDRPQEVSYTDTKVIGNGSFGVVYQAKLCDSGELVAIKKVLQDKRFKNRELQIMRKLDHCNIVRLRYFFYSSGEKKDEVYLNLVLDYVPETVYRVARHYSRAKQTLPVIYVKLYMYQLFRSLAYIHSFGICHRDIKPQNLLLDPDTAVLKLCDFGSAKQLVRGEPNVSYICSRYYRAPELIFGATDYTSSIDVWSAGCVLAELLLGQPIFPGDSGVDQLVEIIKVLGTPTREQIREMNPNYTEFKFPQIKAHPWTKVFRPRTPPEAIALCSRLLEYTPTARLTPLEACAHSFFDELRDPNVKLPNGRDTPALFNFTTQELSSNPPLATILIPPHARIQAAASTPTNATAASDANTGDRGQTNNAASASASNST
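Test system: GST-tagged human GSK3beta kinase, cell-free; evaluation: activity score scaled between in-plate DMSO and GW8510 controls; measured by: ADP-Glo luminescence; incubation: 60 min reaction, RT; benchmarks: DMSO and 20 µM GW8510; reagent: peptide substrate plus 25 µM ATP (final); medium: Tris/MgCl2 kinase buffer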
HSF1 inh = HSF1 inhibition; NIH3T3-HGL HSE-luciferase, MG132-induced, luminescence 8 h; hits give low values; activity change, negative = inhibition, % at 7.5 µM (by protocol); actives 0.77% (n = 300,000); AID 2098;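 active means more than half of replicate wells show activity change below -50%, luminescence cut by over half; inconclusive means some wells, but at most half, below -50%; inactive means no replicate well below -50%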;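 further: luciferase reports HSF-1 transcriptional activity via heat shock element; 0% = median of DMSO wells and -100% = zero luminescence signal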
PolyA inh = inhibitors of polyadenylation in S. cerevisiae; actives 0.02% (n = 300,000); AID 1875; S. cerevisiae SKY197-pL101 polyadenylation reporter, beta-gal luminescence; efflux-impaired pdr1/pdr3 knockout yeast; score 100 = 6 SD above DMSO; calls only at 12 µM;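 active means lowest replicate activity score at least 50, where 100 means six control SD above control mean; inconclusive means lowest score under 50 but half or more replicates reach 50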;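 further: yeast exposed to compound for 9 h at 30 °C; higher score means more reporter readthrough which indicates perturbed polyadenylation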
Dyrk1A ADPGlo = inhibitors of rat Dyrk1A kinase; Q63470; ADP-Glo luminescence, NFATc1 peptide; inhibition, % at 12.5 µM; actives 0.43% (n = 310,000); AID 504441; in the data active means inhibition above about 50%;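 further: plate controls were vehicle with enzyme for no effect and no enzyme for full effect; many of its hits are not listed in these tables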
HSP90 refold inh = blocks HSP90-mediated luciferase refolding in reticulocyte lysate; Rabbit reticulocyte lysate, luciferase refolding luminescence, 3 h; actives 0.91% (n = 290,000); inhibition, % at 5.6 µM;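 active means inhibition above the screen-wide mean plus 3 SD, computed separately per campaign, cut at about 16% in these data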;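 further: 0% = DMSO wells and 100% = 60 µM geldanamycin wells; inhibitors lower the luminescence because luciferase stays unfolded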
* = called active by the depositor; i = inactive; ? = inconclusive; / = no result given. Only part of the results is shown, so the mix of outcomes need not match the whole.

no.	HDAC3 inhib	HSF-1 act	GSK3 alpha inh	Platelet DG rel	AI-2 QS mod	GSK3beta inhib	HSF1 inh	PolyA inh	Dyrk1A ADPGlo	HSP90 refold inh	smiles
1	4	-11	0	-1	20	0	-4	i	47	1	CN1CCN(c2nc(Nc3cccc(C(F)(F)F)c3)nc(N3CCOCC3)n2)CC1
2	-3	-68	-1	1	18	2	-55*	i	-2	-1	COc1c(N2CCN(C(=S)NC3CC4CCC3C4)C(C)C2)c(F)cc2c(=O)c(C(=O)O)cn(C3CC3)c12 (stereo not drawn)
3	7	5	0	0	24	-2	-3	i	9	1	Cc1nnc(NC(=O)CCNC(=O)c2ccccc2Cl)s1
4	11	17	-1	-20	19	-1	19	i	1	58*	Cc1nnc(SCC(=O)N2c3ccccc3C(C)(c3ccc(Cl)cc3)CC2(C)C)s1 (stereo not drawn)
5	-1	-7	/	-3	36	0	-8	i	-6	/	CCOC(=O)C1CCCN(CC(=O)NC2CC2)C1 (stereo not drawn)
6	2	-33	1	3	30	2	-13	i	2	1	CSCC[C@H](NC(=O)NCCc1ccc(F)cc1)C(=O)O
7	-13	-4	0	28	19	2	0	i	3	4	COc1ccc(C2C3=C(CC(C)(C)CC3=O)N(CCN3CCOCC3)C3=C2C(=O)CC(C)(C)C3)cc1
8	5	-6	0	-1	17	3	-10	i	6	/	COc1cc2c(cc1OC)C1Cc3ccc(OC)c(OC)c3C[N+]1([O-])CC2 (stereo not drawn)
9	-1	-7	-3	-6	-10	6	1	i	2	7	CCOC(=O)CSc1nc(C)c(Oc2ccc(Cl)cc2Cl)c(=O)[nH]1
10	-18	1	/	-3	10	2	1	i	22	1	COc1ccc2c(c1OC)C(=O)N1C(C(=O)O)Cc3c([nH]c4ccccc34)C21 (stereo not drawn)
11	3	27	4	2	19	-1	10	i	1	1	CC1=C(C(=O)OCc2ccccc2)C(/C=C/c2ccccc2)N2C(=O)CCSC2=N1 (stereo not drawn)
12	6	1	-2	0	41	-2	-2	i	/	-3	CCOc1cc(N2CCOCC2)c(OCC)cc1NC(=O)CN1C(=O)C2CC=CCC2C1=O (stereo not drawn)
13	2	4	3	-21	-16	-2	-2	i	2	-1	Cc1ccc(N/N=C2/CCCNC2=O)cc1
14	-1	-4	-1	2	13	-3	-1	i	-7	0	CC(C)(CNC(=O)CCC1CCCC1)CNC(=O)CCC1CCCC1
15	-19	4	-1	1	19	2	-13	i	-3	1	Cc1nn(-c2ccccc2Cl)c2sc(C(=O)Nc3nnc(C4CC4)s3)cc12
16	1	3	3	2	12	0	-10	i	-3	-1	O=C1CC(NCc2cccs2)C(=O)N1c1ccc(Cl)cc1 (stereo not drawn)

Some of these compounds in order of count of non-hydrogen atoms, high to low:
no.	HDAC3 inhib	HSF-1 act	GSK3 alpha inh	Platelet DG rel	AI-2 QS mod	GSK3beta inhib	HSF1 inh	PolyA inh	Dyrk1A ADPGlo	HSP90 refold inh	smiles
11	3	27	4	2	19	-1	10	i	1	1	CC1=C(C(=O)OCc2ccccc2)C(/C=C/c2ccccc2)N2C(=O)CCSC2=N1 (stereo not drawn)
10	-18	1	/	-3	10	2	1	i	22	1	COc1ccc2c(c1OC)C(=O)N1C(C(=O)O)Cc3c([nH]c4ccccc34)C21 (stereo not drawn)
15	-19	4	-1	1	19	2	-13	i	-3	1	Cc1nn(-c2ccccc2Cl)c2sc(C(=O)Nc3nnc(C4CC4)s3)cc12
16	1	3	3	2	12	0	-10	i	-3	-1	O=C1CC(NCc2cccs2)C(=O)N1c1ccc(Cl)cc1 (stereo not drawn)
13	2	4	3	-21	-16	-2	-2	i	2	-1	Cc1ccc(N/N=C2/CCCNC2=O)cc1

Later entries
no.	HDAC3 inhib	HSF-1 act	GSK3 alpha inh	Platelet DG rel	AI-2 QS mod	GSK3beta inhib	HSF1 inh	PolyA inh	Dyrk1A ADPGlo	HSP90 refold inh	smiles
17	-2	-13	-1	-4	-15	-2	2	i	-1	8	CC(C)NC(=O)c1nn2c(C(F)(F)F)cc(-c3ccco3)nc2c1Cl
18	5	13	-6	12	28	-1	5	i	-2	1	Cc1ccccc1Cn1cc(NC(=O)CSc2nc3c(c(C(F)(F)F)n2)CCc2ccccc2-3)cn1
19	-2	-6	0	-1	32	3	2	i	-1	-2	COc1ccc([N+](=O)[O-])cc1NC1C2CC3CC(C2)CC1C3 (stereo not drawn)
20	-1	3	0	-1	-41	6	2	i	22	-3	Cc1ccc(COc2ccc(/C=N/NC(=O)CN3CCCCC3)cc2)cc1
21	-3	4	0	0	2	-1	-2	i	2	-3	Cc1oc(-c2ccccc2)nc1CS(=O)CC(=O)O (stereo not drawn)
22	-6	15	2	7	7	0	4	i	10	-2	Cc1cc(NC(=O)NC(=O)c2ccccc2)no1
23	6	-12	/	19	19	0	3	i	0	1	COCC(C)NC(=O)/C=C/c1ccc(OC)cc1 (stereo not drawn)
24	4	-13	-4	2	7	3	-5	i	6	13	CCOC(=O)/C(C#N)=C/c1cc(C)n(-c2ccc(C)cc2)c1C
25	-2	-12	-3	3	10	0	-13	i	-2	-2	CCOc1ccc(S(=O)(=O)NNC(=O)c2cc3ccccc3o2)cc1
26	5	23	-7	9	15	0	6	i	/	0	COc1ccc(-c2nc(NC(C)=O)sc2-c2ccccc2)cc1
27	0	/	4	/	/	/	/	/	-11	-2	CCOC(=O)Cc1csc(SCc2nc3sc4c(c3c(=O)[nH]2)CCC4)n1
28	9	-7	-1	-3	18	-1	-4	i	-7	3	Cc1nc(N2CCOCC2)sc1C=O
29	-7	0	0	1	19	2	1	i	2	2	COc1cc([N+](=O)[O-])ccc1-c1ccc(/C=N\n2cnnc2)o1
30	-5	38	/	3	25	-3	24	i	29	3	CCOC(=O)Nc1sc2c(c1C#N)CCCC2
31	7	-16	1	-4	21	2	-3	i	6	2	O=C(N/N=C/c1ccc(Cl)c(Cl)c1)c1ccc2nc[nH]c2c1
32	1	20	-1	-17	12	-1	-6	i	-2	0	C=CCn1c(SCC(=O)Nc2ccc(N3CCOCC3)cc2)nnc1-c1ccco1
33	-5	9	-3	3	-4	1	-5	i	-10	-3	CCCCn1c(N)c(N(Cc2ccccc2OC)C(=O)COc2ccc(F)cc2Cl)c(=O)[nH]c1=O
34	7	-3	-1	3	12	-3	-1	i	/	-1	CN(C)c1cccc(N(C)C)c1CNC(=O)C(C)(C)C
35	4	-17	0	-12	10	1	-9	i	-2	4	CC(C)C(NC(=O)c1ccccc1)C(=O)N/N=C\c1ccco1 (stereo not drawn)
36	-6	-5	-3	-3	21	1	2	i	2	6	COc1cc(OC)cc(C(=O)N2CCC(N3CCCCCC3)CC2)c1
37	-1	35	0	2	36	-20	-2	i	0	2	C[C@@H](C(=O)OCn1nnc2ccccc2c1=O)N1C(=O)C2CCCCC2C1=O (stereo partly drawn)
38	3	0	0	3	-6	5	-3	i	0	-1	CCOC(=O)c1cc(C)n(-c2ccc(OC)c(OC)c2)c1C
39	-6	-8	-3	-3	8	-5	-12	i	4	1	COc1cc(/C=C2/C(=O)ON=C2C)ccc1OCc1ccccc1F
40	5	-8	6	-17	38	-1	-4	i	9	-2	O=C(Nc1ccc(CN2CCCCC2)cc1)Nc1ccc(Br)cc1Cl
41	?	-12	-2	-8	32	2	-4	i	-6	1	CN(C)c1nc(N(C)C)nc(N2CC(=O)N(c3ccccc3)C2=N)n1
42	-3	-6	2	-6	1	1	-3	i	-3	0	c1ccc(Oc2cccc(OCCCCSc3ncccn3)c2)cc1
43	-117	17	0	6	11	-2	3	i	3	-4	COc1ccc(CNc2oc(-c3cccc4ccccc34)nc2P(=O)(OC)OC)cc1
44	5	1	1	0	5	1	-11	i	-2	3	Cn1nnnc1Sc1ccc([N+](=O)[O-])cc1Cl
45	-9	22	0	4	20	-1	11	i	2	/	O=C(Nc1ccc(O)c2c(=O)cc(-c3ccccc3Cl)oc12)c1cccs1
46	0	3	1	7	17	1	-3	i	-4	7	O=C(Nc1ccsc1C(=O)N1CCCC1)c1ccccc1
47	-4	?	8	3	19	1	23	i	5	3	Cn1c(CN2CCN(c3cccc(Cl)c3)CC2)nc2ccccc21
48	8	11	0	19	19	0	-3	i	/	6	COc1ccc(OC)c2c(=O)cc(C(=O)O)[nH]c12
49	-4	-10	-2	-4	31	2	-11	i	2	1	Cn1c(=O)cc(SCC(=O)NCCCN2CCOCC2)c2ccccc21
50	-2	-10	-7	-5	23	-2	-1	i	3	-4	O=C(O)c1c(C(=O)O)c(-c2ccc(F)cc2)n2c1CCC2
51	1	/	-1	-3	38	-1	/	i	3	0	CCC(=O)NC(=S)Nc1ccc(N2CCN(C(=O)c3ccc(Cl)cc3)CC2)cc1
52	/	4	-1	-12	-4	1	1	i	-3	3	COc1ccc(CNC(=O)CN2C(=O)c3ccccc3C2=O)cc1
53	2	/	-1	-3	15	0	/	i	1	2	CN(C)C(=O)N1CCC(C(=O)NCc2ccc3c(c2)OCO3)CC1
54	-7	0	-4	5	11	3	-5	i	4	0	CCOC(=O)C1CCCN(CC(O)COCc2ccc3c(c2)OCO3)C1 (stereo not drawn)

Single records, as listed above:
`CCC(=O)NC(=S)Nc1ccc(N2CCN(C(=O)c3ccc(Cl)cc3)CC2)cc1` is listed as HDAC3 inhib: 1; HSF-1 act: /; GSK3 alpha inh: -1; Platelet DG rel: -3; AI-2 QS mod: 38; GSK3beta inhib: -1; HSF1 inh: /; PolyA inh: i; Dyrk1A ADPGlo: 3; HSP90 refold inh: 0
`O=C(O)c1c(C(=O)O)c(-c2ccc(F)cc2)n2c1CCC2` is listed as HDAC3 inhib: -2; HSF-1 act: -10; GSK3 alpha inh: -7; Platelet DG rel: -5; AI-2 QS mod: 23; GSK3beta inhib: -2; HSF1 inh: -1; PolyA inh: i; Dyrk1A ADPGlo: 3; HSP90 refold inh: -4

Assay outcomes deposited in PubChem by several laboratories.
